Assay outcomes from PubChem.
Efa HMGR inh = blocks class II HMG-CoA reductase of Enterococcus faecalis. inhibition, % at 10 µM. purified E. faecalis HMGR, NADPH absorbance 340 nm kinetic. hit rate 0.41% among 190,000;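 active = inhibition above a set limit, the median over all tested compounds plus 3 SD, cut at about 9.5% in these data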;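 note: enzyme runs in reverse so mevalonate oxidation gives rising NADPH absorbance; 0% = complete reaction with DMSO and 100% = background rate lacking mevalonate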
PPARg SRC2 recr = PPARgamma-driven SRC-2 recruitment agonism. activation, % at 8 µM. AID 1032. PPARgamma LBD-SRC-2 recruitment, biochemical. P37231. hit rate 0.34% among 200,000; in the data active = activation above about 22%;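 note: 0% = vehicle and 100% = reference agonist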
Target sequence (P37231 whole entry, looked up, the tested form may be a part): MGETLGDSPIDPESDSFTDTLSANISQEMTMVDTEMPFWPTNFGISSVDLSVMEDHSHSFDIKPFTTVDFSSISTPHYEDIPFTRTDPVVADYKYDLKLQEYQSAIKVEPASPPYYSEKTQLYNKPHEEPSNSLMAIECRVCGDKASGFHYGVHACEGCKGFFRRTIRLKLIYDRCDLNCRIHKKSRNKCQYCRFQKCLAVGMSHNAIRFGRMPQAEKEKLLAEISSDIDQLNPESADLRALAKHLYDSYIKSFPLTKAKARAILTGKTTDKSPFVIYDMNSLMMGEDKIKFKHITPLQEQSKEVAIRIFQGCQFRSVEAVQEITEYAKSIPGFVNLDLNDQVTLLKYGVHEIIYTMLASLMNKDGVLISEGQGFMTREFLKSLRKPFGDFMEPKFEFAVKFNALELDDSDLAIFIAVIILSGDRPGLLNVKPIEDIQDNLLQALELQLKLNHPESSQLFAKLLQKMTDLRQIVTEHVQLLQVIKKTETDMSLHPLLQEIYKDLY
PPARg SRC1 recr = agonists of human PPARgamma SRC-1 coactivator recruitment. AID 631. hit rate 0.41% among 200,000. P37231. PPARgamma-SRC-1 coactivator recruitment biochemical assay. activation, % at 8 µM; in the data active = activation above about 19%;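 note: 0% = DMSO and 100% = reference agonist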
PPARg SRC3 recr = agonists of human PPARgamma SRC-3 coactivator recruitment; P37231; biochemical PPARgamma/SRC-3 coactivator recruitment assay; activation, % at 8 µM; hit rate 0.26% among 200,000; AID 731; in the data active = activation above about 23%;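 note: 0% = DMSO and 100% = reference agonist; some compounds past the cut are filed as inactive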
TNAP act hiacc = increases human TNAP activity under high phosphate acceptor concentration; purified TNAP, CDP-star luminescence, 1 M DEA, 30 min; stronger effect = higher value; 0 = EDTA background, 1 = DMSO-only activity; 200,000 tested, under 10 active; P05186; activation factor at 20 µM;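 active = activation factor at least 2 at 20 µM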
Target sequence (P05186 whole entry, looked up): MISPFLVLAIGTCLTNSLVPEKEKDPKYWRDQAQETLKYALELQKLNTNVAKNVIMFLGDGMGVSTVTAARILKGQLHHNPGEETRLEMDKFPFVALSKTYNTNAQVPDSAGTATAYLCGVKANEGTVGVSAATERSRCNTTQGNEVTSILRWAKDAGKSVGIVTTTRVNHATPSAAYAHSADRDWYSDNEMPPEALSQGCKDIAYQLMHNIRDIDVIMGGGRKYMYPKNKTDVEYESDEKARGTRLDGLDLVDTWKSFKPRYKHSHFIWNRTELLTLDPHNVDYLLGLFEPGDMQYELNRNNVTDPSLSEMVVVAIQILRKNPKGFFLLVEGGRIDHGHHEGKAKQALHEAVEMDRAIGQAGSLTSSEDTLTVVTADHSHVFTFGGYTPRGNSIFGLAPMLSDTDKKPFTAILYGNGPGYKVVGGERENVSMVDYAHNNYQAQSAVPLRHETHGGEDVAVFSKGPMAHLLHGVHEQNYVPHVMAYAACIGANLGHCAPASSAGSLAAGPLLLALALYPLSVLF
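system = human TNAP | amount = enzyme diluted 1/800 final | reagent = 100 µM CDP-star substrate | signal = luminescent substrate turnover signal | dosing = one dose, 20 µM | benchmarks = EDTA negative control, DMSO positive control | measure = activation factor | timing = 30 min reaction, room temperature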
TR-FRET SRC-2 ct = TR-FRET artefact, counter-screen to PPARgamma/SRC-2 agonist assay; stronger effect = higher value; TR-FRET ratio at 8 µM; hit rate 0.4% among 200,000; in the data active = TR-FRET ratio above about 2000; note: inactives centre near 1500
bIAP activator = intestinal alkaline phosphatase (bovine) activation | hit rate 0.17% among 200,000 | purified bovine IAP, CDP-star luminescence, 30 min; stronger effect = higher value; fold of DMSO-control signal, blank-subtracted | AID 1016 | activation factor at 20 µM;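 active = activation factor of 2 or more at 20 µM, a signal rise over negative controls twice the positive control's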
bIAP inhibitor = blocks bovine intestinal alkaline phosphatase activity; purified bovine IAP, CDP-star luminescence, 30 min; inhibition, % at 20 µM; 190,000 tested, under 10 active;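 active = over 50% inhibition of intestinal alkaline phosphatase at 20 µM in the single-dose screen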
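System: Purified bovine intestinal alkaline phosphatase (IAP) enzyme | Input: IAP diluted 1/65,000,000 in the well | Also added: CDP-star chemiluminescent phosphatase substrate, 30 µM final | Dosing: 20 µM single dose | Times: Enzyme reaction for 30 min at room temperature | Detection: Luminescence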
TNAP inh no acc = TNAP (human) inhibition, acceptor-free conditions; P05186; purified TNAP, CDP-star luminescence, 30 min; inhibition, % at 20 µM; hit rate 0.26% among 200,000; AID 1012;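 active = tissue-nonspecific alkaline phosphatase inhibition above about 50% at 20 µM in the single-dose screen, limit read from the data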;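 note: 0% = DMSO negative control and 100% = EDTA positive control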
TNAP inh hiacc = TNAP (human) inhibition, high acceptor; P05186; AID 1135; purified TNAP, CDP-star luminescence, 1 M DEA; inhibition, % at 20 µM; hit rate 0.03% among 200,000;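 active = over 50% inhibition of tissue-nonspecific alkaline phosphatase at 20 µM in the single-dose screen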;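 note: plate controls were DMSO wells for no effect and EDTA-quenched wells as full inhibition for full effect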
An asterisk follows results filed as active; · = not tested or not shown.

Below each compound – Efa HMGR inh | PPARg SRC2 recr | PPARg SRC1 recr | PPARg SRC3 recr | TNAP act hiacc | TR-FRET SRC-2 ct | bIAP activator | bIAP inhibitor | TNAP inh no acc | TNAP inh hiacc
- CCc1ccc(C=NC23CN4CN(CN(C4)C2)C3)s1
  1 | 5 | -4 | -11 | 1 | 1589 | 1 | -3 | -9 | -5
- CC(C)N1C(=O)C(O)(C2COC(C)(C)CC2=O)c2ccccc21 (stereo not drawn)
  2 | -4 | -2 | 3 | 1 | 1320 | 0.9 | 11 | -5 | -2
- c1cncc(-c2nc3c(ccc4ccccc43)[nH]2)c1
  -2 | 3 | 5 | 4 | 1.1 | 1575 | 0.9 | 14 | -11 | -5
- COc1ccc2nc(SCC(=O)Nc3nccs3)[nH]c2c1
  -11 | 15 | 9 | 9 | 1.1 | 1662 | 1.3 | -35 | -151 | -5
- COc1cc(C)c(NC(=O)C(=S)NCc2ccccc2)cc1C
  -8 | -1 | -9 | 1 | 1 | 1426 | 1.1 | -14 | -106 | 0
- CCOC(=O)N1CCN(S(=O)(=O)c2cc(Br)cc3c2N(C(=O)C2CC2)CC3)CC1
  1 | -5 | -4 | -2 | 1 | 1313 | 1 | 3 | -9 | 1
- Cc1ccccc1OCC(=O)N/N=C/c1c(C)nn(-c2ccccc2)c1Cl
  1 | 1 | -2 | -2 | 1 | 1583 | 1.1 | -11 | 13 | 2
- CC1=CC(C)(C)N2C(=O)C3(SCC(=O)N3c3ccc(O)cc3)c3cc(C)cc1c32 (stereo not drawn)
  0 | 2 | -2 | 10 | 1.1 | 1513 | 1 | 3 | -13 | -7
- COc1ccccc1CC(=O)Nc1c[nH]c(=O)[nH]c1=O
  -5 | 8 | 3 | 9 | 1 | 1579 | 1.2 | -25 | -20 | 0
- CCOC(=O)Cn1c(SC)nc2sc3c(c2c1=O)CC(C)(C)OC3
  -3 | -1 | -3 | 4 | 1 | 1273 | 0.9 | 8 | -5 | -4
- CC(/C=C/c1cccs1)=C\C(=O)O
  -3 | 0 | -4 | -8 | 1.1 | 1357 | 1 | 1 | 3 | -6
- CCOc1ccc(NS(=O)(=O)c2ccc3[nH]c(=O)c(=O)[nH]c3c2)cc1
  -3 | 1 | -3 | 3 | 1 | 1591 | 1.2 | -17 | -9 | -1
- CCOc1ccc(S(=O)(=O)N/N=C2/CC(c3ccccc3)Oc3ccccc32)cc1 (stereo not drawn)
  -6 | 1 | 3 | -9 | 1 | 1546 | 1 | 1 | -2 | 0
- CCNC(=O)N1CCCC(C(=O)c2ccc3cc(OC)ccc3c2)C1 (stereo not drawn)
  -3 | -5 | 4 | -6 | 1 | 1425 | 1 | -1 | -6 | -3
- O=C(O)c1ccccc1OCCOc1ccccc1C(=O)O
  1 | -4 | -1 | 14 | 1 | 1648 | 1 | 5 | -14 | -4
- C1CCC(Nc2nc3nonc3nc2N2CCSCC2)C1
  -2 | 0 | -3 | -2 | 1 | 1350 | 1.1 | -9 | -7 | -4
- Cc1ccc(NC(=O)C2CCN(S(C)(=O)=O)CC2)cc1
  -6 | 3 | 2 | -11 | 1.1 | 1515 | 1.1 | -5 | -12 | -6
- Cc1ccc2sc(NNC(=O)c3ccc4c(c3)OCCO4)nc2c1C
  1 | 1 | -5 | 4 | 1 | 1515 | 1.2 | -17 | -8 | 2
- COc1ccc(S(=O)(=O)NN=C2CCCCC2)cc1
  1 | -2 | -2 | -6 | 1 | 1501 | 0.9 | 6 | 0 | -1
- C=CCn1c(SCC(=O)NCC2CCCO2)nc2scc(-c3ccco3)c2c1=O (stereo not drawn)
  -1 | 14 | -2 | 0 | 1 | 1492 | 1.1 | -8 | -11 | 1
- O=C(CCOc1ccccc1)N1CCN(S(=O)(=O)c2cccs2)CC1
  0 | 5 | 6 | 0 | 1.1 | 1476 | 0.8 | 18 | -11 | -6
- O=C(CN1CCC(NC(=O)c2ccc(F)cc2)CC1)NCc1ccccc1F
  8 | 2 | 6 | -3 | 1 | 1646 | 1 | 2 | -11 | -3
- Nc1ccc(SC(F)(F)F)cc1
  4 | -1 | 0 | -1 | 1 | 1680 | 1 | -2 | -7 | -1
- COc1ccccc1C(=O)Nc1c2c(nn1-c1cccc(C)c1C)CS(=O)C2 (stereo not drawn)
  -6 | 6 | 4 | 1 | 1 | 1555 | 0.9 | 6 | -13 | -4
- COc1ccc(C(=O)c2c(O)cc(-c3ccc(OC)cc3)oc2=O)cc1
  0 | 9 | 12 | 13 | 1 | 1475 | 0.9 | 6 | -9 | -2
- Cc1cc(C)n(-c2nnc(C)n2NS(=O)(=O)c2ccc(F)cc2)n1
  -4 | -7 | -3 | -8 | 1 | 1511 | 0.9 | 6 | -6 | -1
- Cc1nc2ccccc2n1C1CCN(C(=O)Nc2ccccc2)CC1
  -7 | 5 | 5 | 6 | 1.1 | 1535 | 1.2 | -16 | -12 | -7
- OC(Cc1nc2ccccc2[nH]1)c1ccccc1Cl (stereo not drawn)
  -6 | -3 | 4 | 2 | 1.1 | 1737 | 0.9 | 7 | 0 | -8
- Cc1ccc(C(=O)C2CCNCC2)cc1
  -3 | -3 | 2 | -10 | 1 | 1609 | 1 | 4 | -4 | -4
- O=C(Nc1ccccc1N1CCOCC1)c1ccc([N+](=O)[O-])cc1
  -7 | 6 | -1 | -2 | 1 | 1759 | 1 | -1 | -5 | 0
- CN(C)c1ccc(-c2nn3c(-c4ccccc4Cl)nnc3s2)cc1
  3 | 5 | 8 | 15 | 1.1 | 1827 | 1.1 | -8 | -9 | -6
- Brc1cc2c(cc1/C=N/Nc1nc3ccccc3s1)OCO2
  -7 | 3 | 5 | 3 | 1 | 1589 | 1 | -4 | -16 | -3
- Cc1ccc(-c2nnc(-c3ccncc3)n2-c2ccc(C)cc2)cc1
  0 | 0 | 6 | -1 | 1.1 | 1644 | 0.9 | 6 | -12 | -6
- OC1(c2cccc(C(F)(F)F)c2)CCN(Cc2nc(-c3cnccn3)no2)CC1
  -1 | 2 | -4 | 4 | 1 | 1466 | 1 | 5 | -8 | -3
- COc1cc(OC)cc(C(=O)N[C@H](C(=O)Nc2nc(-c3ccc(F)c(F)c3)cs2)C(C)C)c1
  -6 | 5 | 8 | 0 | 1 | 1548 | 1.1 | -14 | 0 | 0
- CCC(=O)Nc1ccc(NC(=O)CSc2nnnn2-c2cccnc2)cc1C
  -5 | 2 | -5 | 3 | 1.1 | 1517 | 0.9 | 10 | -15 | -6
- Cc1cccc(N2C(=O)CC(Sc3nc(C)cc(C)n3)C2=O)c1 (stereo not drawn)
  -3 | 6 | -5 | 2 | 1 | 1638 | 0.9 | 8 | -8 | 2
- COc1ccc(N(C)S(=O)(=O)c2c(C)noc2C)c(OC)c1
  0 | 7 | 0 | 2 | 1 | 1519 | 1.1 | -10 | -11 | -1
- Cn1c(SCC(=O)N/N=C/c2ccc([N+](=O)[O-])s2)nnc1-c1ccc(Cl)cc1
  -5 | -5 | -1 | 4 | 0.9 | 1465 | 1.1 | -10 | 9 | 5
- Cc1ccc(C)c(/C=C/C(=O)c2ccccc(=O)c2O)c1
  -3 | 3 | 6 | 8 | 0.9 | 1490 | 1.1 | -7 | 7 | 6
- Cc1cc(C)c(C)c(OCC(=O)N2CCCCCC2)c1
  -3 | -1 | 3 | 2 | 1 | 1533 | 0.9 | 6 | -6 | -2
- c1csc(C(c2nnnn2C2CCCCC2)N2CCN(c3nc4ccccc4s3)CC2)c1 (stereo not drawn)
  2 | 0 | 2 | 2 | 1 | 1500 | 0.9 | 11 | 4 | 1
- COc1ccc(-c2nc(NC(=O)c3ccccc3)sc2-c2ccc([N+](=O)[O-])cc2)cc1
  -3 | 17 | 6 | 10 | 0.9 | 1580 | 0.8 | 22 | 4 | 9
- Cc1cc(O)c(C=Nc2cccc(Cl)c2)c(=O)o1
  -1 | 3 | 6 | 3 | 1 | 1535 | 0.9 | 11 | 7 | 0
- CCOc1ccc(C2=C/C(=C/c3cccnc3)C(=O)O2)cc1
  -2 | -2 | -2 | 8 | 1 | 1526 | 0.9 | 12 | -7 | -1
- C=CCSc1nnc(NC(=O)CSc2nc(CCC)cc(=O)[nH]2)s1
  -1 | 3 | 3 | 6 | 0.9 | 1614 | 0.9 | 5 | 3 | 8
- Cc1ccccc1CS(=O)(=O)Cc1ccc(C(=O)N2CCOCC2)o1
  -5 | 12 | 6 | 5 | 1.1 | 1597 | 1 | 5 | -8 | -5
- Cc1nn(-c2ccccc2)c(C)c1/C=N/NC(=O)CSc1nc2ccccc2c(=O)n1-c1ccccc1
  -5 | 2 | -1 | 3 | 1.1 | 1536 | 1.4 | -44 | -6 | -12
- Cn1c(N=Nc2ccccc2)nc2ccccc21
  -4 | 8 | 4 | 0 | 0.9 | 1454 | 0.5 | · | 0 | 13
- CCCn1c(=O)c(F)cn(Cc2ccc(OC)c([N+](=O)[O-])c2)c1=O
  2 | -10 | -1 | -2 | 1.1 | 1339 | 0.9 | 6 | -1 | -8

Full records as entered above. Order of values: Efa HMGR inh | PPARg SRC2 recr | PPARg SRC1 recr | PPARg SRC3 recr | TNAP act hiacc | TR-FRET SRC-2 ct | bIAP activator | bIAP inhibitor | TNAP inh no acc | TNAP inh hiacc
Record of Cc1cc(C)c(C)c(OCC(=O)N2CCCCCC2)c1 : -3 | -1 | 3 | 2 | 1 | 1533 | 0.9 | 6 | -6 | -2
Record of Cc1cc(O)c(C=Nc2cccc(Cl)c2)c(=O)o1 : -1 | 3 | 6 | 3 | 1 | 1535 | 0.9 | 11 | 7 | 0

Sorted by count of non-hydrogen atoms (ascending): some entries from above.
Below each compound – Efa HMGR inh | PPARg SRC2 recr | PPARg SRC1 recr | PPARg SRC3 recr | TNAP act hiacc | TR-FRET SRC-2 ct | bIAP activator | bIAP inhibitor | TNAP inh no acc | TNAP inh hiacc
- Nc1ccc(SC(F)(F)F)cc1
  4 | -1 | 0 | -1 | 1 | 1680 | 1 | -2 | -7 | -1
- CC(/C=C/c1cccs1)=C\C(=O)O
  -3 | 0 | -4 | -8 | 1.1 | 1357 | 1 | 1 | 3 | -6
- Cc1ccc(C(=O)C2CCNCC2)cc1
  -3 | -3 | 2 | -10 | 1 | 1609 | 1 | 4 | -4 | -4
- Cn1c(N=Nc2ccccc2)nc2ccccc21
  -4 | 8 | 4 | 0 | 0.9 | 1454 | 0.5 | · | 0 | 13
- OC(Cc1nc2ccccc2[nH]1)c1ccccc1Cl (stereo not drawn)
  -6 | -3 | 4 | 2 | 1.1 | 1737 | 0.9 | 7 | 0 | -8
- Cc1cc(C)c(C)c(OCC(=O)N2CCCCCC2)c1
  -3 | -1 | 3 | 2 | 1 | 1533 | 0.9 | 6 | -6 | -2
- Cc1nc2ccccc2n1C1CCN(C(=O)Nc2ccccc2)CC1
  -7 | 5 | 5 | 6 | 1.1 | 1535 | 1.2 | -16 | -12 | -7
- OC1(c2cccc(C(F)(F)F)c2)CCN(Cc2nc(-c3cnccn3)no2)CC1
  -1 | 2 | -4 | 4 | 1 | 1466 | 1 | 5 | -8 | -3
- CCOc1ccc(S(=O)(=O)N/N=C2/CC(c3ccccc3)Oc3ccccc32)cc1 (stereo not drawn)
  -6 | 1 | 3 | -9 | 1 | 1546 | 1 | 1 | -2 | 0
